Screening data deposited in PubChem BioAssay by several laboratories.
S1P4 antagonist = blocks the human S1P4 receptor; S1P4-expressing cells, antagonist mode, reporter read-out; inhibition, % at 4.98 µM; hit rate 0.26% among 220,000; in the data active means inhibition above about 29%;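 further: 0% = wells stimulated with agonist and 100% = vehicle wells without agonist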
NPY Y1 blocker = antagonists of human neuropeptide Y receptor Y1. P25929. HEK293-CNG Y1 cells, membrane potential fluorescence; NPY at EC95, then isoproterenol. inhibition, % at 3.6 µM. hit rate 1% among 200,000. AID 1040;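 active means inhibition above the campaign mean inhibition of all tested compounds plus 3 SD, cut at about 20% in these data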;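 further: 0% = DMSO wells given NPY plus isoproterenol and 100% = isoproterenol alone without NPY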
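Test system – HEK293 Y1/CNG channel cell line · Also added – NPY agonist 25 nM, then isoproterenol 1 µM plus Ro 20-1724 25 µM · Compound dosing – one concentration, 3.6 µM, in 0.4% DMSO · Schedule – compound incubation 1 h at room temperature, readout 45 min post-stimulation · Technique – fluorescence, membrane potential probe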
eIF4E-4G inh = eIF4E/eIF4G interaction inhibition in translation initiation. TR-FRET eIF4E-eIF4GI(517-606) binding, 2 h. hit rate 0.37% among 220,000. inhibition, % at 21.7 µM. AID 782. P63073+Q04637;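 active means inhibition above about 30%, limit read from the data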;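 further: 0% = full FRET control wells and 100% = background wells lacking eIF4GI fragment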
EP2 modulator = modulates human prostaglandin E2 receptor EP2 signaling; P43116; EP2-expressing cells, cAMP HTRF FRET, PGE2 co-stimulation; induction, % at 25 µM; hit rate 0.83% among 260,000; AID 940;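 active means compounds whose cAMP rise, as percent of the full-agonist control response, exceeds 60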;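 further: rat C6 glioma line stably carrying human EP2 under a CMV promoter; the protocol text gives 20 µM as final concentration; 100% = response of wells given 1 µM PGE2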
EP2 antag = EP2 receptor (human) inhibition | hit rate 0.52% among 260,000 | C6 glioma cells expressing human EP2, cAMP TR-FRET; cells stimulated with saturating PGE2 | inhibition, % at 25 µM;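 active means percent inhibition above 40 after rounding to a whole number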;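 further: rat C6 glioma host cells with rolipram phosphodiesterase inhibitor present; the protocol text gives 20 µM as final concentration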
p97 inhibitor = human p97 ATPase inhibition; P55072; recombinant p97 ATPase, Kinase-Glo ATP luminescence, 3 h; inhibition, % at 8 µM; hit rate 0.42% among 220,000; in the data active means inhibition above about 15%;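 further: 0% = DMSO vehicle and 100% = wells lacking enzyme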
Target sequence (P55072 whole entry, looked up): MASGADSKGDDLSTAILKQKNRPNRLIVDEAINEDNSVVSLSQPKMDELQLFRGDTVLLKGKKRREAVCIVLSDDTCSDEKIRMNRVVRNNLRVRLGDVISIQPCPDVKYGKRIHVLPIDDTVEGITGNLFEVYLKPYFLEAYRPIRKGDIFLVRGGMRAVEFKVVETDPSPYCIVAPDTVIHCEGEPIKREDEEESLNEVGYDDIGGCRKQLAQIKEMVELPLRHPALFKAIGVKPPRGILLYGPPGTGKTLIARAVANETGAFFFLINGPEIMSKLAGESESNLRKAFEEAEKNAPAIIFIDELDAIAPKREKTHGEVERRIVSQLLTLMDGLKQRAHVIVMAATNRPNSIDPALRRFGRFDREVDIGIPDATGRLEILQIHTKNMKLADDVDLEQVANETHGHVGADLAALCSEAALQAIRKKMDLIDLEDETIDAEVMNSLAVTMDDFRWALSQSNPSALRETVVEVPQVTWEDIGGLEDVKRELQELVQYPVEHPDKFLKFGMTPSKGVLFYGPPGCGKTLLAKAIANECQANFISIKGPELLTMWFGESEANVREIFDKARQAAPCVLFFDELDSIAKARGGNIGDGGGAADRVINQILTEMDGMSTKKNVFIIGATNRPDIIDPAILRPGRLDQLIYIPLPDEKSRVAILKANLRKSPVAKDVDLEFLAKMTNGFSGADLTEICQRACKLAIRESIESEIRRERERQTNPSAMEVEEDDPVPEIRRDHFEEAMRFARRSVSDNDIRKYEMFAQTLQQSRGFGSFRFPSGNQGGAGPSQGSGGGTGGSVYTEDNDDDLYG
NPY1 pot ag = potentiates or activates human NPY-Y1 receptor; P25929; NPY-Y1 expressing cells, potentiator/agonist activation; activation, % at 3.6 µM; hit rate 0.37% among 220,000; AID 1304; in the data active means activation above about 33%, passing the limit was not always enough;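 further: cells stimulated with NPY at EC10 then isoproterenol at EC100; 0% = low agonist plus stimulus and 100% = saturating agonist plus stimulus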
S1P4 agonist = activates the human S1P4 receptor. S1P4-expressing cell line, agonist reporter assay. activation, % at 4.98 µM. hit rate 0.35% among 220,000; in the data active means activation above about 11%;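 further: 0% = DMSO vehicle and 100% = reference agonist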
NPY-Y2 PAM-ag = potentiators or agonists of human neuropeptide Y receptor Y2; P49146; cells expressing NPY-Y2, potentiator/agonist read-out; activation, % at 3.6 µM; hit rate 0.45% among 220,000; AID 1359; in the data active means activation above about 27%;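 further: cells stimulated with NPY near EC25 plus isoproterenol at EC100; 0% = vehicle plus submaximal agonist and 100% = vehicle plus saturating agonist; some results beyond the cut were filed as inactive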
The depositor's hits bear a star; x = no result given; & = joins results of further samples; [ ] = dose if it differs, or a comment.

SMILES	S1P4 antagonist	NPY Y1 blocker	eIF4E-4G inh	EP2 modulator	EP2 antag	p97 inhibitor	NPY1 pot ag	S1P4 agonist	NPY-Y2 PAM-ag
COc1ccccc1-c1noc(-c2ccccc2C(=O)NCc2ccco2)n1	-3	3	-12	-9	5	-4	-6	0.9	-5
CCc1c(C)nc2ncnn2c1N1CCC(C(=O)NCc2ccc3c(c2)OCO3)CC1	-30	-3	-9	-39	10	0	-10	-0.8	-5
c1cc2c(cc1C1=NNC(=NC3CC3)SC1)OCCO2	6	-2	-3	-35	3	-47	10	1.2	-14
O=C(/C=C/c1ccccc1)N1CCN(c2cccc(Cl)n2)CC1	-6	1	-11	-32	4	2	-3	0.5	-2
CCc1nc(SCc2cccnc2)c(C#N)cc1C	-5	6	0[fluorescence artefact?]	21	6	-10	-5	-0.4	-9
CCNC(=S)N1CCN(C(=O)c2ccco2)CC1	-1	1	2[fluorescence artefact?]	18	4	-1	-3	1.2	-6
CC1=NN(c2nc(-c3ccc(C)cc3)cs2)C(=O)C1N=Nc1ccccc1O (stereo unspecified)	-22	7	-3	-47	22	5	17	1.2	9
CC(=O)c1cccc(NC(=O)CC2S/C(=N/N=C/c3ccccc3)NC2=O)c1 (stereo unspecified)	8	2	2	-70	9	3	-3	-0.1	8
CC(C)(C)NC(=O)NC(=O)COC(=O)c1cccc(S(=O)(=O)N2CCCCC2)c1	-14	6	-1	7	9	-2	-7	0.2	5
O=C(CSc1n[nH]c(=O)[nH]c1=O)N/N=C/C=C\c1ccccc1	20	4	-1	-6	4	4	-5	0.0	7
COc1cccc(/C(O)=C2\C(=O)C(=O)N(c3ccccn3)C2c2cccc(OC)c2OC)c1 (stereo unspecified)	4	-1	7	25	12	3	6	-0.2	4
Cn1c(=O)c2c(nc(NN=C3CCCC3)n2C)n(C)c1=O	0	x	0	-3	7	2	3	0.9	-15
Cn1c(SCC(=O)NC(C)(C)C)nnc1-c1cccc(NC(=O)c2ccccc2F)c1	-4	0	-3[fluorescence artefact?]	15	8	1	-17	3.1	-2
O=C(CSc1nc(-c2ccco2)cc(C(F)(F)F)n1)NCCN1CCOCC1	16	3	0	-42&-18	5&15	-2	6	-2.4	-5
CCN(CC)C(=O)C(=O)N/N=C/c1ccc(Br)cc1	1	-3	-6	-5	22	1	3	0.5	-5
Cc1ccc2cc(C)c(SCC(=O)Nc3ccc(S(=O)(=O)N4CCCC4)cc3)nc2c1	-7	x	-31	4	7	2	10	1.1	-21
Cc1cc(C)n2nc(C(=O)N3CCOCC3)nc2n1	-8	-7	-6	3	6	2	12	-0.3	1
CC(C)Cc1ccc(S(=O)(=O)N2CCN(C(=O)c3ccco3)CC2)cc1	4	8	-4	-27	7	-3	1	0.5	3
O=C(c1ccco1)N1CCN(Cc2nc3ccccc3c(=O)n2-c2ccc(F)cc2)CC1	-2	7	1	3	5	3	1	0.1	0
COc1ccc(NC(=O)C(NC(=O)c2ccc(=O)[nH]c2)c2ccc(OC)cc2)cc1 (stereo unspecified)	-15	-1	-3	-17	2	8	-16	-0.3	10
CC(C)(C)C1=C(C#N)C(c2cccnc2)C(C#N)=C(N)O1 (stereo unspecified)	-1	-1	12	-39	7	-1	13	-0.5	-8
CCOc1ccc(-c2nc(S(=O)(=O)c3ccccc3)c(NCc3cccnc3)o2)cc1	-33	-3	10	20	13	0	7	-1.1	-4
Cc1cc(NC(=S)Nc2cccnc2)ccc1Br	-29	1	-1	-54	6	5	19	0.6	4
CCOC(=O)c1ccccc1NC(=O)COC(=O)C1=COCCO1	-9	-3	-1[fluorescence artefact?]	17	15	2	-5	-2.3	-18
COc1nc2ccccc2c(=O)n1OCC(C)C	10	-5	-6	34	10	1	-9	-0.4	2

Additional records follow:
SMILES	S1P4 antagonist	NPY Y1 blocker	eIF4E-4G inh	EP2 modulator	EP2 antag	p97 inhibitor	NPY1 pot ag	S1P4 agonist	NPY-Y2 PAM-ag
Oc1ccc(/C=N/Nc2nccnc2Cl)cc1	2	-1	2	17	14	-37	-14	-4.3	-14
S=C(Nc1ccc2nsnc2c1)N1CCCCCC1	-12	-3	-1	-32	9	4	10	1.2	-7
CC1(C(=O)Nc2cccc(C(F)(F)F)c2)CO1 (stereo unspecified)	-9	5	-1	-4	0	-4	-7	-1.0	-3
Cc1csc(NC(=O)CSCC(=O)O)c1-c1nc2ccccc2s1	-18	x	-2	0	11	16*	4	1.2	18
CCC(C)NC(=O)Nc1ccc(F)c(Cl)c1 (stereo unspecified)	-13	2	1	-45	2	-1	-8	1.4	-4
COc1ccc(CNC(=O)C/C(C)=N/NC(=O)COc2ccc(Br)cc2)cc1	-2	2	1	-26	5	0	8	-1.6	-8
S=c1[nH]nc2nnc3ccccc3n12	-4	x	-6	-26	7	-1	1	-0.5	0
O=C(Nc1nc2n(n1)C(c1ccccc1)CC(c1ccc(Cl)cc1)N2)c1ccco1 (stereo unspecified)	-10	5	1	-29	10	1	2	1.4	-4
NC(=O)c1ccc(-n2nnnc2Oc2ccccc2)cc1	-17	-2	0[fluorescence artefact?]	25	6	1	2	-3.0	-17
COC(=O)CSc1nnc(C)c(=O)[nH]1	-3	0	-11	12	8	1	-2	-1.6	-2
CN1CCc2c(sc3c2C(=O)NC(c2ccc(-c4ccc(Cl)cc4)o2)N3)C1 (stereo unspecified)	-4	x	-3	-33	9	9	12	2.6	-9
Cc1ccc(CN2CC34C=CC(O3)C(C(=O)NCc3ccc5c(c3)OCO5)C4C2=O)cc1 (stereo unspecified)	-41	6	1	6	9	-3	-2	-0.6	4
COc1cc(C(=O)OCC(=O)N(C)Cc2ccccc2)cc(OC)c1OC	1	1	2	8	12	-3	-8	-0.6	-11
C=CCCCCCCCCC(=O)NNC1CC(=O)N(c2ccccc2)C1=O (stereo unspecified)	4	x	2	-46	12	-3	-11	0.3	-2
Cc1nc2cc(F)ccc2n1C1CCN(C(=O)c2ccc(F)cc2F)CC1	-6	-6	-2	-26	11	-1	-2	1.6	-15
CCOc1ccc(N(C(=O)Cn2nnc3ccccc32)C(C(=O)NC(C)(C)CC)c2cccn2C)cc1 (stereo unspecified)	-15	1	3	31	11	3	-23	1.0	6
Cc1cc(Br)ccc1SCC(=O)OCC(=O)NCc1ccco1	-12	x	22	-6	5	0	-25	2.0	-38
COc1ccc(S(=O)(=O)N2CCN(c3cccc(C)c3C)CC2)cc1	-17	13	4	-13	10	-3	-26	0.9	-16
COc1ccc(C2N(c3ccc(Cl)cc3)N=C(C(C)=O)N(C)N2C(C)=O)cc1 (stereo unspecified)	5	29*	3	8	4	-2	16	-0.2	11
COc1ccc(S(=O)(=O)N2CCOCC2)cc1NC(=O)c1ccccc1-c1ccc(C(F)(F)F)cc1	-2	1	4	6	4	2	-27	0.6	-8
Cc1ccccc1NC(=O)Cn1c(C)nc2ccc(N)cc2c1=O	-16	3	-6	6	0	-1	-1	-2.0	-27
CCc1ccc(NC(=O)CSc2nc(CSc3ccc(C)cc3)cc(=O)[nH]2)cc1	4	x	-4	37	8	-10	-2	1.9	-52
Cc1ccc(/C=C(\NC(=O)c2ccccc2)C(=O)N2CCCC2C(=O)O)cc1 (stereo unspecified)	-10	-3	0	24	12	4	2	0.9	2
O=C(Nc1cccc2ccccc12)c1cnccn1	-27	0	-2	-3	5	0	-16	0.5	-1
COc1cc(S(=O)(=O)Nc2ccccc2)ccc1N=Cc1c(C)[nH]n(-c2ccc(C)cc2)c1=O	-17	-5	4	-10	12	-12	1	4.1	3

Reprinted at random: 2 records from the list
SMILES	S1P4 antagonist	NPY Y1 blocker	eIF4E-4G inh	EP2 modulator	EP2 antag	p97 inhibitor	NPY1 pot ag	S1P4 agonist	NPY-Y2 PAM-ag
COc1ccc(CNC(=O)C/C(C)=N/NC(=O)COc2ccc(Br)cc2)cc1	-2	2	1	-26	5	0	8	-1.6	-8
COc1cc(S(=O)(=O)Nc2ccccc2)ccc1N=Cc1c(C)[nH]n(-c2ccc(C)cc2)c1=O	-17	-5	4	-10	12	-12	1	4.1	3

Additional compounds follow.
SMILES	S1P4 antagonist	NPY Y1 blocker	eIF4E-4G inh	EP2 modulator	EP2 antag	p97 inhibitor	NPY1 pot ag	S1P4 agonist	NPY-Y2 PAM-ag
CCOC(=O)c1cnc(SCc2ccccc2)nc1N	-42	1	-3	10	8	-7	5	-0.1	-18
C/C(CC(=O)NC(C)(C)C)=N\NC(=O)c1ccco1	-20	1	0	-9	2	4	-6	-0.5	4
Cc1cc(C)n(CC(O)COCc2ccco2)n1 (stereo unspecified)	-9	2	-7	9	13	0	0	-1.1	3
COc1ccc(N(CC(=O)N2CCc3ccccc3C2)S(=O)(=O)c2ccccc2)cc1	-21	11	0	12	10	-6	-4	0.7	-8
O=C(Cc1ccccc1)Nc1ccccc1Sc1ccccc1	-8	0	12	53	3	0	14	1.3	9
Nc1nnc(SCC(=O)NC2CCCc3ccccc32)s1 (stereo unspecified)	-20	x	3	-2	14	7	-1	1.3	-14
Cc1ccc(C(=O)N[C@H](C(=O)Nc2cc(Cl)cc(Cl)c2)C(C)C)cc1	-11	-2	-9	-9	6	4	-4	3.6	12
O=c1c(-c2ccccc2)[n+]([O-])c2ccccc2n1O	4	6	2	-28	14	1	0	-0.9	8
CC1(C)Cc2c(cnn2-c2ccccc2)C(=O)/C1=N\NC(=O)c1ccccc1	3	-1	-3	2	13	-3	7	-0.2	-10

In the list so far, seven have a Cl atom.
SMILES	S1P4 antagonist	NPY Y1 blocker	eIF4E-4G inh	EP2 modulator	EP2 antag	p97 inhibitor	NPY1 pot ag	S1P4 agonist	NPY-Y2 PAM-ag
O=C(/C=C/c1ccccc1)N1CCN(c2cccc(Cl)n2)CC1	-6	1	-11	-32	4	2	-3	0.5	-2
Oc1ccc(/C=N/Nc2nccnc2Cl)cc1	2	-1	2	17	14	-37	-14	-4.3	-14
CCC(C)NC(=O)Nc1ccc(F)c(Cl)c1 (stereo unspecified)	-13	2	1	-45	2	-1	-8	1.4	-4
O=C(Nc1nc2n(n1)C(c1ccccc1)CC(c1ccc(Cl)cc1)N2)c1ccco1 (stereo unspecified)	-10	5	1	-29	10	1	2	1.4	-4
CN1CCc2c(sc3c2C(=O)NC(c2ccc(-c4ccc(Cl)cc4)o2)N3)C1 (stereo unspecified)	-4	x	-3	-33	9	9	12	2.6	-9
COc1ccc(C2N(c3ccc(Cl)cc3)N=C(C(C)=O)N(C)N2C(C)=O)cc1 (stereo unspecified)	5	29*	3	8	4	-2	16	-0.2	11
Cc1ccc(C(=O)N[C@H](C(=O)Nc2cc(Cl)cc(Cl)c2)C(C)C)cc1	-11	-2	-9	-9	6	4	-4	3.6	12

An excerpt; the hit share may differ from the screen's.
